# High-throughput results from PubChem BioAssay.
# TCR-CD3 inh: blocks the human TCR-CD3 interaction; TAMRA-labeled TCR probe fluorescence, biochemical; inhibition, % at 9.4 µM; 360,000 compounds, 0.37% hits; in the data active = inhibition above about 19%;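 note: recombinant mutant TCR 2C K166C tagged with TAMRA read by polarization; 0% = receptor in buffer alone and 100% = receptor with positive control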
# MBD2 DNA inh: inhibitors of human MBD2 binding to methylated oligonucleotide. inhibition, % at 4.4 µM. AID 686964. TR-FRET. 370,000 compounds, 0.31% hits; in the data active = inhibition above about 13%
# SIAE inh: blocks human sialic acid acetylesterase. SIAE FP-Rh probe binding, fluorescence polarization. inhibition, % at 9.66 µM. 370,000 compounds, 0.69% hits. AID 1053197;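 active = inhibition above a cutoff: mean of compounds within the control limits plus 3 SD of those, cut at about 17% in these data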;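 note: 0% = plate median of compound wells and 100% = probe without SIAE protein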
# PRMT1 FP inh: inhibitors of human PRMT1. 370,000 compounds, 1.3% hits. recombinant PRMT1, activity-based probe fluorescence polarization. inhibition, % at 2.79 µM;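 active = inhibition above about 21% made by adding two undisclosed values, limit read from the data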
# mABHD4 FP: inhibitors of mouse ABHD4; 370,000 compounds, 0.54% hits; purified mABHD4, FP-Rh probe fluorescence polarization; inhibition, % at 8.92 µM; Q8VD66; AID 720543;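 active = inhibition exceeding the mean over every tested compound plus 3 SD, cut at about 30% in these data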;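 note: 0% = plate median of compound wells and 100% = S159A mutant with DMSO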
#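 Material: mouse ABHD4 enzyme, wild type; Benchmarks: S159A mutant high control, sample median low control; Buffer or medium: HEPES pH 7.0, NaCl, Pluronic buffer; Signal: fluorescence polarization; Read-out: percent inhibition of probe binding, normalized to plate controls; Timing: pre-incubation 45 min, probe exposure 60 min, at 25 °C; Dosing: 8.92 µM, single dose.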
# UHRF1 binding: UHRF1 methyl-DNA binding inhibition | Q96T88 | UHRF1 binding to methylated oligo, TR-FRET | inhibition, % at 4.4 µM | 370,000 compounds, 0.75% hits | AID 687016; in the data active = inhibition above about 21%;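 note: UHRF1 SRA domain binding a hemimethylated CpG hairpin DNA probe; 0% = median of test compound wells and 100% = reference inhibitor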
# Target sequence (Q96T88 whole entry, looked up, the tested form may be a part): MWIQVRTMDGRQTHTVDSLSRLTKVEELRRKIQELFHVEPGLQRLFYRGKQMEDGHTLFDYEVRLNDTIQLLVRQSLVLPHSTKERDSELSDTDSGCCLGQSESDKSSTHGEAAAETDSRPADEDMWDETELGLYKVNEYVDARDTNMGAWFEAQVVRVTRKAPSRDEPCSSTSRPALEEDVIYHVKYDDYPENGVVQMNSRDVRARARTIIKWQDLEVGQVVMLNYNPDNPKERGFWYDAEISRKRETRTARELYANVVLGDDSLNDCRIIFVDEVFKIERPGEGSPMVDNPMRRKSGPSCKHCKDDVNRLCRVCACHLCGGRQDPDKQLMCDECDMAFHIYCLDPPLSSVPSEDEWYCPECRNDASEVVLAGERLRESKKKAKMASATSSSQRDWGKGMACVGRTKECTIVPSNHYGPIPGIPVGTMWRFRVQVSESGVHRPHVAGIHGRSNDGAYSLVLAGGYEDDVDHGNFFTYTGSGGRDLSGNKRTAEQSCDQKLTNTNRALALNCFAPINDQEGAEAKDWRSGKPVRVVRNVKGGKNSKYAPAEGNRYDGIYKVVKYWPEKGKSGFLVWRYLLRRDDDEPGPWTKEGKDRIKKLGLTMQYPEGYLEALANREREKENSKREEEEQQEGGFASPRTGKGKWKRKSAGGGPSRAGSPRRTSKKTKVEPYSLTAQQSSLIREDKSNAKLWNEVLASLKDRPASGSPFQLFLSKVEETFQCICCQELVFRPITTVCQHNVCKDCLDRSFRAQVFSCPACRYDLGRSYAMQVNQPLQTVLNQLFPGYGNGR
# NPR2 activator: GC-B (human) receptor activation; 370,000 compounds, 0.11% hits; AID 1920062; P20594; HEK293-GC-B cells, CNP EC30, cGMP TR-FRET; 0% at EC30 CNP, 100% saturating CNP; activation, % at 10 µM;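 active = activation at 10 µM reaching about 35% in either raw or pattern-adjusted values, limit read from the data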
# HTRA1 inh: blocks human HTRA1 serine peptidase | Q92743 | recombinant HTRA1, FP-rhodamine activity-based probe, fluorescence polarization | inhibition, % at 5.96 µM | 340,000 compounds, 0.5% hits; in the data active = inhibition above about 36%;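 note: 0% = enzyme with DMSO and 100% = wells lacking enzyme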
# rCAG binder: molecules binding r(CAG) RNA repeats; 370,000 compounds, 1.3% hits; AID 651821; r(CAG) RNA repeat, TO-PRO-1 dye displacement fluorescence; inhibition, % at 3 µM;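 active = inhibition above the plate cutoff, the mean of all test compounds on that plate plus 3 SD, cut at about 35% in these data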;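 note: 0% = DMSO alone and 100% = 100 µM mitoxantrone as full dye displacement; higher means more dye released from RNA so lower well fluorescence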
# GC-A act: GC-A (human) enzyme activation; activation, % at 10 µM; P16066; 370,000 compounds, 0.14% hits; HEK293 GC-A cells, cGMP TR-FRET, EC30 ANP; 0% at EC30 ANP, 100% saturating ANP; AID 1671463; in the data active = activation above about 40%
# Starred values were filed as active, the others as inactive; · = not tested or not shown. Some of the compounds tested (hit frequency here may not be typical).
entry	canonical_smiles	GC-A act	UHRF1 binding	TCR-CD3 inh	HTRA1 inh	rCAG binder	MBD2 DNA inh	mABHD4 FP	PRMT1 FP inh	SIAE inh	NPR2 activator
1	O=C(Nc1ccc(F)c(Cl)c1)N1CCCCCC1	-2	2	0	2	-1	0	5	10	0	-2
2	CCOC(=O)N1CCN(C(=O)Nc2cccc3ccccc23)CC1	0	0	-3	-3	-1	-6	-2	-1	-2	-1
3	Cc1ccc(NC(=O)CC(=O)NCCN2CCOCC2)cc1	7	0	2	-1	0	-3	7	-3	0	2
4	Cc1cc(C)nc(/N=C(/NC(=O)c2ccccc2)Nc2ccccc2)n1	-2	1	2	2	2	5	3	0	0	-6
5	CCNC(=O)OCc1cn(-c2ccccc2)nn1	-1	-1	5	2	2	-6	0	0	-2	8
6	C#CCOCCOCCOCCNc1nc(N2CCOCC2)nc(N2CCN(C(=O)[C@H]([C@@H](C)CC)n3cc([C@@H](N)CO)nn3)CC2)n1	1	2	4	-4	-9	1	0	-1	1	-3
7	COc1cc(OC)c(OC)cc1/C=N/Nc1ncnc2c1[nH]c1ccccc12	9	-4	-1	-4	4	4	-3	-3	3	13
8	COCCCNC(=O)c1cc(Cc2ccccc2)sc1N	5	-1	-2	·	8	-3	4	0	1	-1
9	Cc1nn(-c2ccccn2)c2c1C(=O)CC(C)(C)C2N=[N+]=[N-] (centres undefined)	0	0	2	-3	1	-1	-7	-5	-2	-8
10	CC(=O)Nc1ccc(NS(=O)(=O)c2c(Cl)cccc2Cl)cc1	3	2	5	7	1	-1	-2	2	-2	2
11	Cc1ccc(C)c(Cn2c(C(C)O)nc3ccccc32)c1 (centres undefined)	-2	0	6	1	-7	1	3	0	4	3
12	Cc1ccc(CNC(=O)CCn2nc(-c3ccc(Cl)cc3)ccc2=O)cc1	-4	1	2	-4	-5	2	-2	-1	-1	-7
13	CC1=CC[C@@]23CCCN2C(=O)CCC[C@H]3C1	5	-2	2	2	5	-3	-2	-2	-5	0
14	Cc1cnc(C(=O)N2CCCC(C(=O)c3ccc(C(F)(F)F)cc3)C2)cn1 (centres undefined)	2	22*	3	0	-10	5	-17	5	-10	-3
15	CC1=CC(c2ccc(Cl)cc2)n2nc(NS(=O)(=O)c3ccc(C)cc3)nc2N1 (centres undefined)	1	1	4	-3	47*	1	2	2	1	1
16	CCN(CC)S(=O)(=O)c1ccc(N2CCCC2)c(C(=O)OCC(=O)/C(C#N)=C(\C)N)c1	-3	2	5	-12	2	5	1	-1	-3	1
17	Cc1cc(C)c2c(n1)SCC(=O)N2CC(=O)Nc1cccc(Cl)c1	-6	1	-2	-8	6	-2	-23	-2	-4	-3
18	O=C(NCc1ccccn1)c1[nH]c(C(F)(F)F)nc1-c1ccccc1	-3	0	4	·	1	-8	3	3	2	0
19	CCc1ccc(NC(=O)C(=O)NCCN2CCN(C(=O)c3ccc(OC)cc3)CC2)cc1	-4	1	6	-2	-1	-2	-1	0	-6	-2
20	CC(=O)Oc1ccc(CN2C(=O)C(CCc3ccccc3)ON=C2c2cnccn2)cc1 (centres undefined)	0	1	-8	·	0	1	3	5	-6	1
21	CCOC(=O)c1cc(C)sc1NC(=O)CCC(=O)O	0	0	1	0	1	1	-2	-1	-2	-3
22	O=C(CSc1ncnc2c1oc1ccccc12)Nc1cccc(F)c1	3	-1	3	-2	0	3	4	1	3	2
23	O=C(OCCN1CCOCC1)C(c1ccccc1)c1ccccc1	0	0	-4	-8	-8	1	1	2	-2	-5
24	O=S(=O)(CCN1CCOCC1)c1ccc(Cl)cc1	-4	4	-2	12	3	-7	-6	-5	1	3
25	CC(=O)C(=Cc1ccccc1)c1ccccc1	2	5	3	·	-2	6	-7	7	2	0

# One compound at a time (already shown):
# `CC(=O)Oc1ccc(CN2C(=O)C(CCc3ccccc3)ON=C2c2cnccn2)cc1` (centres undefined) in the list: GC-A act: 0; UHRF1 binding: 1; TCR-CD3 inh: -8; HTRA1 inh: ·; rCAG binder: 0; MBD2 DNA inh: 1; mABHD4 FP: 3; PRMT1 FP inh: 5; SIAE inh: -6; NPR2 activator: 1
# `Cc1cc(C)c2c(n1)SCC(=O)N2CC(=O)Nc1cccc(Cl)c1` in the list: GC-A act: -6; UHRF1 binding: 1; TCR-CD3 inh: -2; HTRA1 inh: -8; rCAG binder: 6; MBD2 DNA inh: -2; mABHD4 FP: -23; PRMT1 FP inh: -2; SIAE inh: -4; NPR2 activator: -3

# Quoted from above, entries 20 to 22
entry	canonical_smiles	GC-A act	UHRF1 binding	TCR-CD3 inh	HTRA1 inh	rCAG binder	MBD2 DNA inh	mABHD4 FP	PRMT1 FP inh	SIAE inh	NPR2 activator
20	CC(=O)Oc1ccc(CN2C(=O)C(CCc3ccccc3)ON=C2c2cnccn2)cc1 (centres undefined)	0	1	-8	·	0	1	3	5	-6	1
21	CCOC(=O)c1cc(C)sc1NC(=O)CCC(=O)O	0	0	1	0	1	1	-2	-1	-2	-3
22	O=C(CSc1ncnc2c1oc1ccccc12)Nc1cccc(F)c1	3	-1	3	-2	0	3	4	1	3	2

# Further results
entry	canonical_smiles	GC-A act	UHRF1 binding	TCR-CD3 inh	HTRA1 inh	rCAG binder	MBD2 DNA inh	mABHD4 FP	PRMT1 FP inh	SIAE inh	NPR2 activator
26	CCC(=O)Nc1ccc(C(=O)NNC(=O)COc2cc(C)ccc2C)cc1	-1	2	-4	-1	3	-4	-15	-4	-1	-4
27	COc1ccc(C2C(C(=O)NC(C)C)c3ccccc3C(=O)N2C)cc1OC (centres undefined)	-1	0	5	0	0	0	9	-1	-3	5
28	COC(=O)C1=C(C)N(Cc2ccccc2C(F)(F)F)C(=NCc2cc(OC)c(OC)c(OC)c2)NC1c1ccccc1 (centres undefined)	-21	-2	4	·	-1	3	5	-6	-1	-22
29	Cc1ccc(-n2[nH]c(C)c(C=Nc3ccc4[nH]c(=O)[nH]c4c3)c2=O)cc1	-3	-2	-4	14	7	2	1	3	23*	-4
30	O=C(OCc1cn([C@@H]2C[C@H](c3ccccc3)N(Cc3cccs3)C[C@H]2O)nn1)c1ccccc1	1	-1	8	1	2	-1	2	-2	-5	4
31	CCOC(=O)C1=C(C)NC(=O)NC1c1cccc(O)c1 (centres undefined)	1	0	1	4	4	9	1	-1	2	-4
32	CCOc1cc(C(=O)NCCOC)cc(OCC)c1OCC	-1	3	-7	0	-6	3	7	3	6	2
33	O=C(COC(=O)COc1ccc(Cl)cc1Cl)NC1CCCC1	-2	0	2	-3	-5	0	5	3	5	-5
34	CC1Oc2ccccc2OC1(O)c1ccccn1 (centres undefined)	0	2	-7	-2	-1	7	-4	-3	8	4
35	Cc1cc(C(C)(C)C)ccc1OCC(=O)N/N=C\c1c(C)n(C)n(-c2ccccc2)c1=O	-3	0	-1	-6	-7	2	-10	0	0	5
36	COc1cccc(NC(=O)Nc2ccc(Cc3ccncc3)cc2)c1	5	-2	4	-30	1	1	-8	-2	-8	-4
37	CSCCC(=O)N1CCCC(CNC(=O)c2ccccc2Cl)C1 (centres undefined)	0	0	-6	4	-1	5	0	3	3	3
38	COc1ccc(O)c(C(=O)c2cc(C#N)c(=O)n(-c3ccc(Cl)cc3)c2)c1	-7	1	2	-15	3	1	1	2	-2	-1
39	COc1ccccc1NC(=S)N1CCNC(=O)C1CC(=O)Nc1cccc(C)c1 (centres undefined)	-4	-2	4	6	0	-3	2	-3	4	0
40	CCOC(=O)N1CCC(N2Cc3cccc(C(=O)Nc4ccc(CC)cc4)c3C2=O)CC1	-2	-1	-2	-2	2	0	-9	-1	-9	-8
41	C[C@H]1CN([C@@H](C)CO)S(=O)(=O)c2ccc(Br)cc2O[C@H]1CN(C)S(=O)(=O)c1ccccc1F	-3	-1	5	2	2	-7	1	3	-6	-6
42	CCOC(=O)c1cc(-c2ccccc2)n[nH]1	0	2	-7	-5	2	1	-2	-3	2	0
43	CCC(=O)c1ccc(OCC(=O)OCC(=O)N(CCC#N)c2ccc3c(c2)OCCO3)cc1	1	12	3	2	-2	10	4	-8	-6	-2
44	CN1CCN(NC(=S)NC(C)(C)CC(C)(C)C)CC1	0	-3	0	7	-8	-8	0	-4	2	0
45	COc1ccccc1NS(=O)(=O)c1cccc(C(=O)NCC2(N3CCCCC3)CCCCC2)c1	1	0	-4	-3	-2	0	-8	1	2	1
46	Cc1ccc(S(=O)(=O)NC(=O)Nc2cc(C(C)(C)C)on2)cc1	0	0	2	·	1	2	0	-1	2	0
47	COc1ccc(C(=O)NCC(=O)Nc2cccc(S(=O)(=O)N3CCCC3)c2)cc1	-1	-4	-3	3	3	-3	-3	-6	-7	2
48	COc1ccc(-c2c3c(=O)n(C)c(=O)n(C)c3cn2Cc2cccnc2)cc1	-11	1	-1	1	4	-3	1	0	6	3
49	COc1cc(C(=O)Oc2ccc(Br)cc2C(=S)N2CCOCC2)cc(OC)c1OC	1	-2	0	2	-1	0	-2	4	9	-4
50	CC(C)c1ccc(S(=O)(=O)c2n[nH]n3c2nc(=O)c2ccccc23)cc1	2	1	-3	3	24	2	-7	0	-8	-2
51	COC(=O)c1cc(S(=O)(=O)NCC2CCN(Cc3cccc(F)c3)CC2)cn1C	-4	1	-7	4	-2	-5	-11	-1	-2	4
52	Cc1cccc(CN2CCC(N3CC(C)OC(C)C3)CC2)c1 (centres undefined)	-1	5	-10	1	-1	-3	20	2	2	0
53	N#Cc1cc(N)c(Nc2ccccc2)cc1C#N	-9	-3	6	-3	0	-2	16	0	2	-9
54	CCCCCCCCN1C(=O)[C@H](CC(=O)NCCCN2CCCC2=O)C[C@@]2(C(=O)OC)CCCCC=C12	2	1	1	·	-1	2	-4	-1	-3	2
55	Cc1ccc(S(=O)(=O)/N=C(/c2ccc(F)cc2)N2CCOCC2)cc1	4	6	-2	1	-4	10	-21	5	-10	2
56	COC(=O)c1cccc(N2C(=O)C3CC=CCC3C2=O)c1 (centres undefined)	-1	2	5	4	1	1	4	1	-12	5
